# Compound activity (PubChem BioAssay)
# TRb-SRC2 inh = qHTS for Inhibitors of the Interaction of Thyroid Hormone Receptor and Steroid Receptor Coregulator 2 | 280,000 tested, 0.065% active | Potency, µM (top dose mostly 106 µM), for the others: at the highest dose activity change, negative = inhibition, actives largely listed as inhibitors | Thyroid hormone receptor beta (Homo sapiens), P10828 | TRbeta-SRC2 peptide binding, fluorescence polarization; receptor liganded with 1 µM T3; active = well fitted inhibition curve with a large enough effect;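 also: plate controls were bound peptide for no effect and peptide without receptor for full effect; nearly all actives have a fitted effect of over 50% in size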
# Target sequence (P10828 whole entry, looked up): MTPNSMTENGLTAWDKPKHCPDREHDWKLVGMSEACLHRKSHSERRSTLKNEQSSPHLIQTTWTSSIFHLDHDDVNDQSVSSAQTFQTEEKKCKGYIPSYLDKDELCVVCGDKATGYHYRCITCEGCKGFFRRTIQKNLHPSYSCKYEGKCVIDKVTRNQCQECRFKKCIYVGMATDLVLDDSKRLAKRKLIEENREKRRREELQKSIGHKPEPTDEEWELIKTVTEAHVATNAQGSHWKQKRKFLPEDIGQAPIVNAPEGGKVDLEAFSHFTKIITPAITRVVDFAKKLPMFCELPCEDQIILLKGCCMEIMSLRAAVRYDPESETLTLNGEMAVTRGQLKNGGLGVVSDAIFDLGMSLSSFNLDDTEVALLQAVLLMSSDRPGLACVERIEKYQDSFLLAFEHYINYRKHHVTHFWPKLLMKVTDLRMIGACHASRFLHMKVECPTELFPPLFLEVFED
#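 Read-out is fluorescence polarization (555 nm excitation, 632 nm emission) of a Texas Red SRC2 coactivator peptide; loss of signal reflects blocked binding to human TRb ligand-binding domain in the presence of 1 uM T3.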
# TR SRC2 fluor cs = Total Fluorescence Counterscreen for Inhibitors of the Interaction of Thyroid Hormone Receptor and Steroid Receptor Coregulator 2. TRb/SRC2 Texas Red total fluorescence interference. Potency, µM (series often up to 106 µM), for inactives: top-dose fluorescence change, negative = quenching. 280,000 tested, 0.29% active; active = well fitted curve in either direction with a large enough effect
#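 Human TRb ligand-binding domain at 0.6 uM with 20 nM Texas Red SRC2 peptide in Tris buffer containing 1 uM T3 and 5% DMSO, incubated with compound 5 h at ambient temperature. Total fluorescence (555/632 nm) calculated as parallel + 2 × perpendicular.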
# * = called active by the depositor; [ ] = dose if it differs, or a comment. Unless noted, % is scaled to controls: 0 for no effect and ±100 for the full control effect; potency is read from the fitted curve at half-maximal effect.
SMILES,TRb-SRC2 inh,TR SRC2 fluor cs
COc1ccc(NC(=O)c2ccc3c(c2)nnn3C2CCCC2)cc1Cl,3.5%,-2.2%
COc1ccc2c(c1)c1c(c(=O)n(-c3ccc(C)cc3)c(=O)n1CC(=O)c1ccc(Cl)cc1)n2C,-1.6%,1.3%
CCCCNC(=O)CN1C(=O)c2c(c3ccccc3n2C)C1c1ccc(OC)cc1 (stereo unspecified),-7.3%,-0.2%
CCc1nnc(SCc2cccc(F)c2)c2cc3sc(C)cc3n12,-4.0%,-2.6%
Cc1cccc(C(=O)NCc2cn3cccc(C)c3n2)c1,-1.7%,0.5%
Cc1cc(C(=O)C(=O)Nc2nnc(C(C)C)s2)c(C)n1-c1ccccc1,-2.2%,-0.1%
CC(NC(=O)C1CCN(c2nc3ccccc3nc2C(F)(F)F)CC1)c1ccccc1 (stereo unspecified),-2.8%,-0.3%
N#Cc1c[nH]n2c(NC3CCCC3)c(-c3ccc(Cl)cc3)nc12,5.9%,-1.1%
CCC(=O)Nc1ccc(CC)cc1-c1nc2ccccc2n(CC(=O)Nc2cccc(Cl)c2)c1=O,-1.6%,-0.3%
CNc1nc(=O)n(C2CCC(O)CC2)c(=O)n1C (stereo unspecified),2.5%[201 µM],-0.7%[201 µM]
COC(=O)c1cc(NC(=O)c2nn(C)c3c2COc2ccccc2-3)cc(C(=O)OC)c1,5.5%,-1.2%
C=C(NCc1ccccc1)c1ccccc1O,3.4%,-1.9%
COc1cccc(CNC(=O)c2nn(C)c3c2CSc2ccccc2-3)c1,-0.2%,-1.6%
CCOC(=O)c1cccc(NS(=O)(=O)c2c(C)nc3sc(C)cn3c2=O)c1,-8.3%,-1.6%
Cc1ccc(OC(C)C(=O)Nc2nonc2-c2ccc(Br)cc2)cc1C (stereo unspecified),-4.4%,-1.7%
CCOc1ccc(-c2nnc(SCC(=O)N(CC)c3cccc(C)c3)o2)cc1,8.3%,-2.6%
COc1ccc(NC(=O)Cn2c(=O)c(-c3cc(C)ccc3NC(C)=O)nc3ccccc32)c(OC)c1,9.3%,-1.2%
COc1ccc(CNC(=O)Cn2ncn3nc(-c4cccs4)cc3c2=O)cc1,-6.9%,1.0%
COc1cccc(-c2nc3c(C#N)c[nH]n3c2NC2CCCC2)c1OC,-2.0%,-2.3%
CCOc1ccc(NC(=O)C(CC)n2c(=O)c(-c3ccccc3NC(C)=O)nc3ccccc32)cc1 (stereo unspecified),-7.2%,-0.8%

# 2 of the compounds above, with two lines to a compound:
# Each structure is followed by: TRb-SRC2 inh	TR SRC2 fluor cs
> COc1ccc(CNC(=O)Cn2ncn3nc(-c4cccs4)cc3c2=O)cc1
→ -6.9%	1.0%
> COc1cccc(-c2nc3c(C#N)c[nH]n3c2NC2CCCC2)c1OC
→ -2.0%	-2.3%

# Other records
SMILES,TRb-SRC2 inh,TR SRC2 fluor cs
Cc1ccc(-c2nc(CSc3nnc(C)n4c3cc3occc34)c(C)o2)cc1,5.5%,-0.9%
COc1cccc(C2=NS(=O)(=O)N(C)C(C(=O)Nc3ccccc3SC)=C2)c1,1.5%,-1.5%
CCOc1ccc(CCNC(=O)C2CCCN(S(=O)(=O)N(C)c3ccc(F)cc3)C2)cc1 (stereo unspecified),7.3%,-2.1%
COc1ccc(-c2onc(C)c2C)cc1S(=O)(=O)N1CCc2ccccc21,2.1%,-1.5%
CCCCCCCCCC[N+](C)(C)Cc1ccccc1,4.1%[201 µM],-0.6%[201 µM]
O=S(=O)(O)c1cc(O)c2c(N=Nc3ccc(Nc4ccccc4)c4c(S(=O)(=O)O)cccc34)cc(S(=O)(=O)O)cc2c1,15.2%,20µM*[quencher]
CC(C)Oc1ccc(CNC(=O)c2ccc(CS(=O)c3cccc(Cl)c3)o2)cc1 (stereo unspecified),0.7%,-2.3%
Cc1c(C)n(Cc2ccc(F)cc2)c2ccc(C(=O)Nc3ccc(Cl)cc3)cc12,-7.8%,0.6%
COc1ccc(Cn2c(C(=O)O)c(CNC3CCCC3)c3ccc(OC)cc32)cc1,5.7%,-3.3%
CC(=O)Nc1cccc(NC(=O)CSc2cn(CC(=O)N3CCCC3)c3ccccc23)c1,-5.4%,0.0%

# Compounds above that have a cyano group (2):
SMILES,TRb-SRC2 inh,TR SRC2 fluor cs
N#Cc1c[nH]n2c(NC3CCCC3)c(-c3ccc(Cl)cc3)nc12,5.9%,-1.1%
COc1cccc(-c2nc3c(C#N)c[nH]n3c2NC2CCCC2)c1OC,-2.0%,-2.3%

# (further entries)
SMILES,TRb-SRC2 inh,TR SRC2 fluor cs
COc1ccc(NC(=O)Cn2nc(C)c3c(C)n(-c4ccccc4)nc3c2=O)cc1OC,8.8%,-1.3%
COc1ccc(OC)c(CNc2nc3ccc(C)cc3n3nnnc23)c1,0.1%,-1.3%
Cc1ccccc1N1CC(c2nc3ccccc3n2Cc2ccc(Br)cc2)CC1=O (stereo unspecified),-1.1%,1.0%
CCc1ccc(NC(=O)Nc2nnc(N(C)C3CCCCC3)s2)cc1,-8.5%,-1.5%
COc1ccc(NC(=O)CC2C(=O)N(c3cccc(C)c3)C(=O)N2Cc2cccnc2)cc1 (stereo unspecified),7.6%,0.2%
CCN(CC)c1ccc(NC(=O)c2cccn2-c2nnc(N3CCCCC3)s2)c(C)c1,-2.4%,5.3%
COc1ccc2c(CNCC(C)c3ccccc3)c(C(=O)O)n(Cc3ccc(F)cc3Cl)c2c1 (stereo unspecified),5.0%,-1.6%
Cc1ccc(NC(=O)Nc2ccc3c(c2)N(C)C(=O)c2ccccc2S3)c(C)c1,2.6%,-0.8%
OC[C@H]1O[C@@](CO)(O[C@H]2O[C@H](CO)[C@@H](O)[C@H](O)[C@H]2O)[C@@H](O)[C@@H]1O,3.4%[201 µM],-4.5%[201 µM]
CCOC(=O)c1ccccc1NC(=O)CSc1nnc(CC)n2c1cc1occc12,3.4%,-2.3%
Cc1ccc(S(=O)(=O)NCCc2nnc3ccc(SCC(=O)Nc4ccc(F)cc4F)nn23)cc1,0.0%,1.0%
CCOc1ccccc1C(=O)Nc1cccc2ccc(C)nc12,-7.6%,-1.1%
O=C(NCc1ccccc1Br)c1ccc(-n2cnc3cccnc32)cc1,-6.3%,-0.4%
CCOc1ccc(CNCc2c(C(=O)O)n(Cc3ccccc3C)c3cc(OC)ccc23)cc1OC,-3.8%,-1.3%
CCc1ccc(-c2nc3c(c(SCc4ccc(F)cc4)n2)Cc2c(CO)cnc(C)c2O3)cc1,1.1%,0.2%
Cc1ccccc1NC(=O)CSc1ncc2c(n1)-c1ccccc1N(C)S2(=O)=O,-0.3%,-1.3%
CCCCC(CC)COC(=O)c1ccc(C(=O)OCC(CC)CCCC)cc1 (stereo unspecified),-9.4%[201 µM],-4.5%[201 µM]
COc1ccc(NC(=O)CC2C(=O)N(c3ccccc3)C(=O)N2Cc2cccnc2)cc1 (stereo unspecified),5.0%,-1.3%
CCc1cccc(NC(=O)CCC(=O)N2CCSc3ccccc32)c1,-1.0%,0.1%
CCCCCCCCCCCCCCCO,7.6%[201 µM],-4.4%[201 µM]
Cc1ccc(NC(=O)c2cc(S(=O)(=O)N3CCCCC3)c[nH]2)cc1F,1.9%,-0.1%
CCc1cccc(-n2nnc(-c3nc(-c4cccs4)no3)c2N)c1,3.5%,-1.4%
CCc1cccc(C)c1N(C(=O)CS(=O)(=O)O)[C@@H](C)COC,7.6%[201 µM],-2.9%[201 µM]
CC(C)CCCCCCc1ccc(O)cc1,5.8%[201 µM],-5.6%[201 µM]
NC(=O)c1cc(S(=O)(=O)NCc2cccc(Br)c2)cs1,-0.2%,-0.1%
CCCCN1CC(c2nc3ccccc3n2CCCCOc2cc(C)ccc2C)CC1=O (stereo unspecified),-5.3%,-3.4%
CCCNC(=O)C(C)n1nc(C)c2c(C)n(-c3ccccc3)nc2c1=O (stereo unspecified),-6.0%,-1.6%
COc1ccc(Br)cc1CNC(=O)CCC(=O)N1CCSc2ccccc21,-0.3%,-1.4%
CCc1c(C)c2ccc(O)c(CN3CCN(c4ccc(OC)cc4)CC3)c2oc1=O,6.8%,-0.4%
Cc1cc(-c2ccc(C)c(S(=O)(=O)N3CCCC(C)C3)c2)on1 (stereo unspecified),0.7%,0.7%
Cc1ccc(C)c(N2CCN(C(=O)c3cc(S(=O)(=O)N4CCCC4)c[nH]3)CC2)c1,2.9%,-0.4%
c1cc2ccc3ccc4ccc5cccc6c(c1)c2c3c4c56,-5.1%[201 µM],0.2%[201 µM]
Cc1ccc(-n2nnc(-c3nc(-c4cccs4)no3)c2N)c(C)c1,6.0%,1.0%
Cc1ccc(S(=O)(=O)NCCc2nnc3ccc(SCc4ccccc4F)nn23)cc1,-8.3%,1.3%
COc1ccc2c(c1)c1c(c(=O)n(Cc3ccccc3)c(=O)n1CC(=O)Nc1cc(C)cc(C)c1)n2C,-0.1%,-0.8%
Cc1ccccc1CNC(=O)Cn1c(=O)c2cccn2c2cccnc21,3.8%,-0.6%
CCOC(=O)c1c(C)[nH]c(C)c1S(=O)(=O)N1CCC(C(=O)Nc2ccc(OCC)cc2)CC1,0.8%,0.4%
CCOC(=O)c1cc(C)n(CC2CCC(C(=O)Nc3ccc(C)c(F)c3)CC2)c1C (stereo unspecified),2.6%,-6.4%
CCN(CC)S(=O)(=O)c1ccc2c(c1)N(CC(=O)Nc1c(C)cc(C)cc1C)C(=O)C1CCCN21 (stereo unspecified),-4.9%,-0.1%
Cc1ccc(-c2onc(C)c2C)cc1S(=O)(=O)N1CCOc2ccc(Cl)cc21,-3.7%,-0.8%
CCCN1CCN(c2nnc(-n3cccc3C(=O)Nc3cc(Cl)ccc3C)s2)CC1,5.6%,-0.8%
CCCCN(C)c1nnc(NC(=O)Nc2cccc(C(C)=O)c2)s1,-6.0%,-4.6%
Cc1ccc2c(c1)N(C(=O)CCC(=O)NCc1cccs1)CCO2,1.3%,-0.8%
CCOc1cc(CNC(=O)c2ccc(Cn3c(=O)c4cccn4c4cccnc43)cc2)ccc1OC,-0.1%,-1.8%
CC(=O)N1c2ccc(S(=O)(=O)NCC3CCC(C(=O)Nc4cccc(C)c4)CC3)cc2CC1C (stereo unspecified),-5.3%,-0.4%
Cc1c(Cl)cccc1NC(=O)CC(c1cccs1)N1Cc2ccccc2C1=O (stereo unspecified),2.3%,-1.2%
COc1ccc(NC(=O)CSc2cn(CC(=O)N3CCOCC3)c3ccccc23)cc1OC,-10.4%,-0.9%
COc1cccc(CNC(=O)Cn2cc3c(n2)-c2c(oc(C(=O)N4CCCC4)c2C)CC3)c1,4.5%,0.2%
O=C(Cn1c(=O)n(Cc2ccc3c(c2)OCO3)c(=O)c2oc3ccccc3c21)Nc1ccccc1,-0.4%,-1.4%
Cc1ccc2onc(CNC(=O)Nc3ccccc3C#N)c2c1,-13.1%,-1.4%

# Gathered by group: the compounds so far containing two or more sulfur atoms.
SMILES,TRb-SRC2 inh,TR SRC2 fluor cs
CCc1nnc(SCc2cccc(F)c2)c2cc3sc(C)cc3n12,-4.0%,-2.6%
CCOC(=O)c1cccc(NS(=O)(=O)c2c(C)nc3sc(C)cn3c2=O)c1,-8.3%,-1.6%
COc1cccc(C2=NS(=O)(=O)N(C)C(C(=O)Nc3ccccc3SC)=C2)c1,1.5%,-1.5%
O=S(=O)(O)c1cc(O)c2c(N=Nc3ccc(Nc4ccccc4)c4c(S(=O)(=O)O)cccc34)cc(S(=O)(=O)O)cc2c1,15.2%,20µM*[quencher]
Cc1ccc(S(=O)(=O)NCCc2nnc3ccc(SCC(=O)Nc4ccc(F)cc4F)nn23)cc1,0.0%,1.0%
Cc1ccccc1NC(=O)CSc1ncc2c(n1)-c1ccccc1N(C)S2(=O)=O,-0.3%,-1.3%
NC(=O)c1cc(S(=O)(=O)NCc2cccc(Br)c2)cs1,-0.2%,-0.1%
Cc1ccc(S(=O)(=O)NCCc2nnc3ccc(SCc4ccccc4F)nn23)cc1,-8.3%,1.3%

# Continued.
SMILES,TRb-SRC2 inh,TR SRC2 fluor cs
COc1ccc(OC)c(CNC(=O)C2CCCCN2S(=O)(=O)c2ccc(F)cc2)c1 (stereo unspecified),-3.1%,0.6%
O=C(NCc1ccccc1Cl)c1ccc(NC(=O)N2CCSc3ncccc32)cc1,-4.0%,-0.6%
COc1ccc(OC)c(CNC(=O)c2nn(C)c3c2CSc2ccccc2-3)c1,1.1%,0.2%
COc1ccccc1-c1noc(-c2ccc(NC3CCCC3)c([N+](=O)[O-])c2)n1,2.1%,-0.1%
Cc1ccc(-c2noc(-c3ccc(NCc4cccnc4)c([N+](=O)[O-])c3)n2)cc1,8.4%,-1.4%

# Not all compounds are listed. The share of hits here may be higher or lower than overall.
